Screens (PubChem)
HIF-2a inh: HIF-2a inhibition | 786-0 RCC cells HIF-2a reporter, luciferase luminescence, overnight | inhibition, % at 18.8 µM | 360,000 compounds, 0.72% hits;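 active = inhibition of the luminescence signal of 40% or more relative to plate controls, in a single-dose primary screen at 18.75 µM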
EBV LMP1 NFkB: inhibitors of Epstein-Barr LMP1-induced NF-kappaB reporter | LMP1-induced NF-kappaB luciferase reporter cells, luminescence | inhibition, % at 12.5 µM | 350,000 compounds, 0.69% hits | AID 504558; in the data active = inhibition above about 41%;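 note: 0% = neutral control wells and 100% = reference inhibitor control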
C8 TRAIL sens: caspase-8 TRAIL sensitization; 360,000 compounds, 1% hits; inhibition (viability loss, TRAIL sensitization), % at 10 µM; NB7+C8 cells + TRAIL, ATPlite viability luminescence;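 active = compounds causing at least 50% loss of cell viability in the single-dose screen, relative to plate controls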
KKLEB cytotox: reduces viability of KKLEB cystic fibrosis airway cells. activity change (cytotoxicity), % at 5 µM. AID 602141. KKLEB CF airway cells viability, ATPlite luminescence, overnight; active compounds read low; cells stimulated with P. aeruginosa culture filtrate. 360,000 compounds, 0.36% hits;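 active = corrected activity change at or below -50% at 5 µM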
Peg3 prom inh: reduces Peg3 promoter-driven luciferase expression in HeLa; HeLa PEG-Prom luciferase reporter, luminescence, overnight; inhibition, % at 20 µM; 360,000 compounds, 1.7% hits; AID 588405;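 active = inhibition of at least 50% at 20 µM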
MITF TRPM1 inh: MITF TRPM1 promoter inhibition in SK-MEL-5 cells | AID 488899 | inhibition, % at 12.5 µM | 330,000 compounds, 0.83% hits | SK-MEL-5 TRPM1 promoter luciferase, 24 h;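 active = mean inhibition across replicates of 60% or more, whatever share of single replicates reaches that level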; note: values of inactives mirror those of a sister screen read the other way
CF NFkB inh: blocks PAF-induced NF-kB reporter in cystic fibrosis cells; KKLEB NF-kB-GFP reporter, GFP fluorescence overnight; inhibition, % at 5 µM; 360,000 compounds, 0.86% hits; AID 588850;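 active = at least 50% inhibition at 5 µM, scaled per plate between neutral and stimulator controls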;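 note: PAF is a Pseudomonas aeruginosa culture filtrate used as stimulus; plate controls were PAF-stimulated DMSO wells for no effect and unstimulated DMSO wells for full effect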
NR2E3 ag-1: agonists of human NR2E3 nuclear receptor | Q9Y5X4 | CHO-S Gal4-NCOR/VP16-NR2E3 two-hybrid, luciferase | inhibition of corepressor binding, % at 3.98 µM | 360,000 compounds, 0.35% hits | AID 602229;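 active = inhibition above the mean of all tested compounds plus 3 SD, cut at about 70% in these data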;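 note: 0% = DMSO with NR2E3 transfected cells and 100% = cells lacking NR2E3 construct; higher means lower luciferase signal from less NR2E3 corepressor binding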
Target sequence (Q9Y5X4 whole entry, looked up, the tested form may be a part): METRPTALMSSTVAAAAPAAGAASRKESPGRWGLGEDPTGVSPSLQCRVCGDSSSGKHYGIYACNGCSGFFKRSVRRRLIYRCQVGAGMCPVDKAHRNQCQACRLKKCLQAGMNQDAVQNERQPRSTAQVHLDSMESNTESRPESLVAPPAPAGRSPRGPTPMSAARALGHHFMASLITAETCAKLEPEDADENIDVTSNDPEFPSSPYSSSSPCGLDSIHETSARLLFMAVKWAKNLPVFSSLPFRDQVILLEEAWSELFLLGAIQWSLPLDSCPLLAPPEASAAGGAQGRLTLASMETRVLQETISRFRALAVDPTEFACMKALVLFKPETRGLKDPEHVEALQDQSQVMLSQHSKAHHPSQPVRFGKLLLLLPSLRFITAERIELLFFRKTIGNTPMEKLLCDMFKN
iPSC survival up: hiPSC single-cell survival enhancement; 360,000 compounds, 0.044% hits; ATPlite luminescence; 100% = ROCK inhibitor wells, 0% = DMSO; survival enhancement, % at 20 µM; AID 602274; in the data active = survival enhancement above about 18%;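 note: cells exposed to compounds for 16 hours before the ATP read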
NR2E3 ag-2: NR2E3 (human) agonism; GST-NR2E3/biotin-RetCOR TR-FRET, 1536-well; 320,000 compounds, 0.12% hits; inhibition of corepressor binding, % at 4.78 µM; AID 2300;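 active = percent inhibition above the cutoff of mean plus 3 SD of all tested compounds, set per screening campaign, cut at about 20% in these data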;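 note: 0% = DMSO wells and 100% = biotin wells as full block of FRET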
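System: GST-tagged NR2E3 plus biotinylated RetCOR corepressor; Amount: 1.35 nM GST-tagged NR2E3 final; Dosing: single nominal compound dose of 4.8 µM; Schedule: 5 h incubation at 4 °C; Technique: TR-FRET with europium anti-GST and streptavidin-D2, 340 nm excitation; Controls: biotin wells as high control, 0.6% DMSO wells as low control.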
Shn3 inh set2: inhibitors of Schnurri-3 3'UTR reporter in osteoblasts. Clone20 osteoblast Shn3 3'UTR firefly luciferase, 24 h. inhibition, % at 12.5 µM. 360,000 compounds, 0.52% hits. AID 588674;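 active = mean inhibition of at least 75% with every replicate also reaching 75%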;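 note: 0% = median of neutral control wells and 100% = pilot-screen positive control compound; some compounds past the cut are filed as inactive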
Active calls of the source: *; · = no result given. An excerpt; the hit share may differ from the screen's.

Sequence of screens – HIF-2a inh	EBV LMP1 NFkB	C8 TRAIL sens	KKLEB cytotox	Peg3 prom inh	MITF TRPM1 inh	CF NFkB inh	NR2E3 ag-1	iPSC survival up	NR2E3 ag-2	Shn3 inh set2
- CN(Cc1ccccc1)C(=O)CN1C(=O)c2ccccc2S1(=O)=O
  -58	-10	-11	16	-37	-1	-4	-13	0.2	0	2
- CCOc1ccc(NC(=S)Nc2ccc(F)cc2)cc1
  -39	-2	2	-11	-21	5	13	7	-0.2	1	28
- Cc1ccc(S(=O)(=O)N/N=C/c2cc(Br)c(C)o2)cc1
  -22	-52	2	5	-5	11	-20	-17	-0.6	-1	-21
- CCC1(CC(C)C)SC(N)=NC1=O (configuration not stated)
  9	-1	-7	-3	0	-1	22	-17	-2.4	·	-5
- Cn1cccc1C(=O)NC(=O)COC(=O)c1cc(S(=O)(=O)N2CCCCC2)ccc1Cl
  15	-12	-23	3	8	9	-8	-14	1.2	-2	13
- O=C(Nc1sc2c(c1C(=O)O)CCCC2)c1ccc(Cl)cc1
  -292	8	27	1	-152	-19	7	-96	1.7	3	-6
- COc1cccc(-c2cc3onc(-c4ccccc4)c3c(=O)n2C)c1
  -184	-16	39	-23	-283	-64	-7	-140	-2.4	0	-62
- COc1ccc(S(=O)(=O)N2CCCOC2CNC(=O)C(=O)NCCCN2CCOCC2)cc1C (configuration not stated)
  7	1	8	-1	1	7	5	-22	1.1	-1	6
- CCNC1=C(Cl)C(=O)c2ccccc2C1=O
  67*	0	3	-11	-1	74*	6	-34	3.4	-6	11
- Cc1cc(OCC(=O)OCC(=O)NCC2CCCO2)ccc1Cl (configuration not stated)
  15	-9	-11	3	16	-1	-4	10	4.2	-1	-5
- Cc1ccc(C(=O)NCc2nc3ccccc3[nH]2)o1
  -17	4	-6	9	0	8	-11	6	-0.3	3	6
- O=C(NC(Nc1ncc(S(=O)(=O)c2ccc([N+](=O)[O-])cc2)s1)(C(F)(F)F)C(F)(F)F)c1ccc(Cl)cc1
  -3	24	26	-55*	42	18	50	46	-2.8	-3	23
- Cc1ccc(C)c(CN2CCC(n3nccc3NC(=O)C3CCCC3)CC2)c1
  5	0	-1	-4	-1	-1	-2	-3	0.0	3	12
- O=S(=O)(c1ccc(NC(=S)NCc2cccnc2)cc1)N1CCCCC1
  20	-39	6	13	37	8	11	9	-0.7	1	38
- O=C1c2ccccc2C(=O)N1CC#CCN1CCN(C(c2ccccc2)c2ccccc2)CC1
  7	0	-2	-9	3	11	3	1	0.5	2	13
- COC(=O)c1cccc(NC(=O)CSc2nnc(COc3ccc(C#N)cc3)n2-c2ccccc2)c1
  9	13	2	-6	4	9	5	5	-0.6	1	6
- COc1cc2nc(N(CCCN(C)C)C(=O)c3ccc(S(=O)(=O)N(C)C4CCCCC4)cc3)sc2cc1OC
  3	-12	0	-26	-24	6	10	-9	-0.6	3	-8
- O=C(O)CCCC(=O)Nc1c(F)c(F)c(F)c(F)c1F
  11	-8	4	-17	12	-5	-8	-17	-1.1	-3	-6
- CCOC(=O)CN(C(=O)CNC(=O)c1ccco1)C(C(=O)NC1CCCC1)c1ccccc1OCC (configuration not stated)
  13	-1	2	-4	9	6	-17	-3	-1.1	1	9
- COc1ccccc1NC(=S)NC(=O)Cc1ccc(Cl)cc1
  6	4	-23	4	12	0	5	-22	-0.1	6	0
- COc1ccc(/C=N/NC(=O)c2cccc(NC(C)=O)c2)c(OC)c1
  0	-2	-2	-6	14	11	2	15	-1.4	-1	-3
- Cc1cc(C(=O)CSc2nc3ccc(Cl)cc3[nH]2)c(C)n1Cc1ccco1
  -5	10	13	-8	-4	26	-16	24	-0.6	-1	33
- Cc1ccc(NC(=O)NCCCN2CCCC2=O)cc1C
  -68	-6	6	16	-50	4	-13	0	-0.3	-1	-7
- Cc1ccc(CNC(=O)CCC2CCCN(Cc3cccc4cccnc34)C2)o1 (configuration not stated)
  13	13	13	-1	-11	13	0	-11	-0.1	-2	-3
- CCOC(=O)Cc1csc(NS(=O)(=O)c2cccc([N+](=O)[O-])c2)n1
  17	1	2	-10	6	8	8	-24	0.9	-1	-5
- Cc1ccccc1N/N=C/c1ccc(C#N)cc1
  -164	-26	-6	9	-130	-14	-40	-12	0.2	0	-4
- COc1cccc(NC(=O)CNC(=O)Cn2cnc3sc4c(c3c2=O)CCCC4)c1
  16	1	-22	-14	18	0	-1	1	12	-1	-43
- CC(=O)Nc1ccc(/C=N/OCC(=O)Nc2ccc(C)cc2)cc1
  -127	-14	-6	8	-141	-35	-6	-60	-0.7	4	-72
- CCOCCCN1CC(C(=O)NCCc2ccc(C)cc2)CC1=O (configuration not stated)
  3	0	-13	-7	6	-8	16	1	-1.1	0	-4
- Cc1cc(O)c(C2(O)C(=O)Nc3cc(Br)ccc32)cc1C (configuration not stated)
  20	-6	-6	8	25	22	-8	-20	-0.8	-1	-19

As a short view, part of the list above.
Sequence of screens – HIF-2a inh	EBV LMP1 NFkB	C8 TRAIL sens	KKLEB cytotox	Peg3 prom inh	MITF TRPM1 inh	CF NFkB inh	NR2E3 ag-1	iPSC survival up	NR2E3 ag-2	Shn3 inh set2
- CCOC(=O)Cc1csc(NS(=O)(=O)c2cccc([N+](=O)[O-])c2)n1
  17	1	2	-10	6	8	8	-24	0.9	-1	-5
- Cc1ccccc1N/N=C/c1ccc(C#N)cc1
  -164	-26	-6	9	-130	-14	-40	-12	0.2	0	-4
- COc1cccc(NC(=O)CNC(=O)Cn2cnc3sc4c(c3c2=O)CCCC4)c1
  16	1	-22	-14	18	0	-1	1	12	-1	-43
- CC(=O)Nc1ccc(/C=N/OCC(=O)Nc2ccc(C)cc2)cc1
  -127	-14	-6	8	-141	-35	-6	-60	-0.7	4	-72
- CCOCCCN1CC(C(=O)NCCc2ccc(C)cc2)CC1=O (configuration not stated)
  3	0	-13	-7	6	-8	16	1	-1.1	0	-4
- Cc1cc(O)c(C2(O)C(=O)Nc3cc(Br)ccc32)cc1C (configuration not stated)
  20	-6	-6	8	25	22	-8	-20	-0.8	-1	-19

Other records follow:
Sequence of screens – HIF-2a inh	EBV LMP1 NFkB	C8 TRAIL sens	KKLEB cytotox	Peg3 prom inh	MITF TRPM1 inh	CF NFkB inh	NR2E3 ag-1	iPSC survival up	NR2E3 ag-2	Shn3 inh set2
- CCOC(=O)CSc1nc2cc(C(=O)N3CCCC3)ccc2c(=O)n1Cc1ccccc1
  10	1	-10	-10	11	10	24	-12	0.5	-2	12
- O=C(C1CCCN(CCCc2ccccc2)C1)N1CCCCC1 (configuration not stated)
  9	-11	1	2	7	11	-9	-24	0.0	0	25
- CCNC(=O)C1(C)CCCN(Cc2cc(-c3ccccc3)n(C)n2)C1 (configuration not stated)
  14	·	13	5	-3	·	13	-3	-1.1	·	9
- COC(=O)c1cc(-c2ccc(OC)c(OC)c2)c2c(=O)[nH]c(=O)n(C)c2n1
  20	5	-10	-2	5	-4	19	10	-0.5	4	16
- Cc1ccc(C(=O)Nc2cccc(NC(=O)c3cccnc3)c2)cc1
  5	-6	-28	5	-11	-13	12	-1	-0.1	-3	3
- C/C(=N/NC(=O)CSc1nc2ccccc2n1C)c1ccc(O)cc1
  9	12	-10	3	9	-1	-9	-8	-1.1	3	2
- Cc1ccc(CN2C(=O)CCC2C(=O)NC(C)C)cc1 (configuration not stated)
  13	1	-8	4	8	2	0	3	1.1	-1	8
- COc1ccc(CN(C(=O)c2ccco2)c2ccc(Br)cc2)cc1OC
  5	5	-8	-2	4	-3	-1	-18	-3.4	-5	20
- CCn1cc(C(=O)Nc2ccccc2C(=O)OC)cn1
  -11	·	-11	5	-5	·	-2	-11	0.3	-3	4
- Cc1ccc(-c2cc(C(=O)N(C)Cc3cnn(C)c3C)c3cc(Br)ccc3n2)cc1
  -43	-7	22	-7	-17	1	67*	11	2.0	13	0
- CC1CCCN(CC(=O)Nc2ccc(S(=O)(=O)N3C(C)CCCC3C)cc2)C1 (configuration not stated)
  13	-21	16	10	12	·	8	-34	1.8	·	0
- CCn1c(Cc2cccs2)nnc1SCC(=O)NC1CC1
  1	0	12	-2	4	-2	7	6	-0.3	2	-16
- Cc1ccc(OC(=O)N2CCOCC2)cc1
  -37	-19	-2	-4	-34	-41	3	-26	2.8	2	-21
- COc1ccc(NC(=O)C2CCCN2S(=O)(=O)c2cccc3cccnc23)cc1OC (configuration not stated)
  14	0	8	-3	16	7	-15	12	0.4	0	6
- O=C(COC(=O)C1CCC(=O)N1)Nc1ccc(Cl)cc1Cl (configuration not stated)
  3	1	29	-7	11	-1	9	2	-2.1	2	-12

Individual results from the entries so far:
Result for Cc1ccc(OC(=O)N2CCOCC2)cc1 under NR2E3 ag-1: -26
Result for COc1ccc(NC(=O)C2CCCN2S(=O)(=O)c2cccc3cccnc23)cc1OC (configuration not stated) under CF NFkB inh: -15
Result for CC1CCCN(CC(=O)Nc2ccc(S(=O)(=O)N3C(C)CCCC3C)cc2)C1 (configuration not stated) under EBV LMP1 NFkB: -21
Result for CCNC(=O)C1(C)CCCN(Cc2cc(-c3ccccc3)n(C)n2)C1 (configuration not stated) under HIF-2a inh: 14

Further entries
Sequence of screens – HIF-2a inh	EBV LMP1 NFkB	C8 TRAIL sens	KKLEB cytotox	Peg3 prom inh	MITF TRPM1 inh	CF NFkB inh	NR2E3 ag-1	iPSC survival up	NR2E3 ag-2	Shn3 inh set2
- C=CCNC(=S)Nc1ccc2nc(C)oc2c1
  8	4	-16	3	-9	8	14	-13	0.6	-1	40
- Cc1ccc(NC(=O)c2ccccn2)c(Br)c1
  -292	-8	21	6	-241	-24	-7	-150	-1.6	7	-34
- CCOc1ccccc1C1CC(c2ccc(Br)cc2)Nc2nc(N)nn21 (configuration not stated)
  16	-3	-5	-22	25	2	13	-29	8.3	6	-31
- Cn1c(N)c(C(=O)COC(=O)c2ccc(Cl)nc2)c(=O)n(C)c1=O
  7	1	-7	-4	-2	9	6	-5	-0.4	4	4
- CC(C)(C)C(=O)/C=c1\[nH]c(=O)/c(=C\c2ccc(F)cc2)s1
  -23	6	-7	-7	-14	-12	6	-5	1.2	1	-7
- CCC1CCCCN1Cc1nc(Cc2ccccc2Cl)no1 (configuration not stated)
  9	-9	85*	-22	6	1	4	-21	0.3	2	-23
- CN(C)CCN1C(=O)NC(C)(c2ccc([N+](=O)[O-])cc2)C1=O (configuration not stated)
  8	-7	-4	-2	-10	-3	2	-10	0.8	3	-13

Reformatted: 2 of the compounds above.
molecule | HIF-2a inh | EBV LMP1 NFkB | C8 TRAIL sens | KKLEB cytotox | Peg3 prom inh | MITF TRPM1 inh | CF NFkB inh | NR2E3 ag-1 | iPSC survival up | NR2E3 ag-2 | Shn3 inh set2
CCOc1ccccc1C1CC(c2ccc(Br)cc2)Nc2nc(N)nn21 (configuration not stated) | 16 | -3 | -5 | -22 | 25 | 2 | 13 | -29 | 8.3 | 6 | -31
Cn1c(N)c(C(=O)COC(=O)c2ccc(Cl)nc2)c(=O)n(C)c1=O | 7 | 1 | -7 | -4 | -2 | 9 | 6 | -5 | -0.4 | 4 | 4
